# Assay outcomes: PubChem BioAssay, several laboratories
# HT1080 cytotoxicity: HT1080 cell viability loss – fluorescence readout (AID 620); cytotoxicity, % at 10 µM; hits with a dose series show EC50 in µM; hit rate 0.42% among 87,000; HT1080 viability, fluorescence; higher % means a stronger effect;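 note: cells exposed to compound overnight then 4 h with Alamar Blue; 0% = vehicle DMSO and 100% = killing control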
# PMK inhibit: S. pneumoniae PMK inhibition; purified PMK, PK/LDH-coupled NADH absorbance 340 nm; inhibition, % at 10 µM; hit rate 0.49% among 65,000; AID 539;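 active = top-ranked compounds by inhibition in the single 10 µM screen, taking a fixed number of the strongest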;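 note: 0% = full reaction with DMSO carrier and 100% = background rate without enzyme reaction; no value below 0 was filed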
# Spn DPM-DC inh: blocks S. pneumoniae diphosphomevalonate decarboxylase; purified DPM-DC, PK/LDH coupled NADH fluorescence; AID 556; hit rate 0.49% among 65,000; calls only at 10 µM;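 active = the 320 compounds with the highest percent inhibition in the single-dose primary screen, excluding strongly autofluorescent ones, cut at about 32% in these data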;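 note: kinetic rate of NADH fluorescence loss reporting ADP formed by the decarboxylase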
# KRASV12 cytotoxicity: viability loss of HPDE-C7K cells – cell-based, fluorescence, HTS, primary screen (AID 431) | HPDE-C7K KRASV12 cells, Alamar Blue viability, 48 h; higher % means a stronger effect | cytotoxicity, % at 10 µM, or EC50 in µM where a hit was titrated | hit rate 1.7% among 63,000;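 active = compounds whose percent cytotoxicity in the single-dose primary screen, scaled between solvent and toxic-drug controls, exceeds 50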;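 note: 0% = DMSO solvent wells and 100% = doxorubicin-treated wells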
# MK inhibit: inhibitors of Streptococcus pneumoniae mevalonate kinase; purified MK, PK/LDH-coupled NADH absorbance 340 nm; inhibition, % at 10 µM; hit rate 0.48% among 65,000; AID 555;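 active = ranked among the strongest by inhibition in the single 10 µM screen, a fixed top-ranked set picked for dose follow-up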; note: no value below 0 was filed
# HPDE-C7 cytotoxicity: HPDE-C7 pancreatic duct cell viability loss – fluorescence, HTS (AID 430). HPDE-C7 pancreatic duct cells viability, fluorescence; higher % means a stronger effect. one-dose cytotoxicity, % at 10 µM; EC50 in µM for titrated hits. hit rate 1.8% among 63,000;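 note: cells exposed to compound for 48 hours before viability readout; 0% = vehicle and 100% = reference cytotoxic drug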
# Alkaline phosphatase: inhibition of tissue-nonspecific alkaline phosphatase – biochemical, luminescent (AID 518); purified TNAP enzyme, luminescent substrate readout; higher % means a stronger effect; one-dose inhibition, % at 20 µM; IC50 in µM for titrated hits; hit rate 0.09% among 64,000; in the data active = a potency from the dose series; inactive = the rest, 99 in 100 with inhibition below about 22%;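 note: plate controls were vehicle for no effect and reference inhibitor for full effect; many of its hits are not listed in these tables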
# Bfl-1 displacement: displacement of Bid BH3 peptide from Bfl-1 – biochemical, fluorescence polarization, FITC-Bid, mouse, primary screen (AID 432) | FITC-Bid BH3 peptide fluorescence polarization displacement; higher % means a stronger effect | displacement, % at 20 µM, or IC50 in µM where a hit was titrated | hit rate 0.02% among 64,000; in the data active = a potency from the dose series; inactive = the rest, 99 in 100 with displacement below about 15%; note: strong numbers were not always called active
# LYP inhibition: inhibition of human PTPN22 tyrosine phosphatase – biochemical, DiFMUP fluorescence, recombinant catalytic domain, 10 µM, primary screen (AID 606); recombinant LYP catalytic domain, DiFMUP fluorescence; higher % means a stronger effect; inhibition, % at 10 µM, or IC50 in µM where a hit was titrated; 52,000 tested, under 10 active;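 active = IC50 under 40 µM in the dose-response test; inactive = IC50 of 40 µM or more, or never dose-tested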
# PMK inhibit pilot replicates: recorded beside PMK inhibit, whose call it bears; inhibition, %; measured here: pilot screen replicates
# MK inhibit pilot replicates: second read-out of MK inhibit, no call of its own (marks repeat the call); inhibition, %; measured here: pilot screen replicates
# Spn DPM-DC inh pilot screen %: recorded beside Spn DPM-DC inh, whose call it bears; inhibition, %; measured here: pilot screen trials
# * = called active by the depositor; i = inactive; / = not tested or not shown. Cut-off read from the data, not from the text of the source, unless noted: active = cytotoxicity above about 50%; inactive = the rest.
SMILES,HT1080 cytotoxicity,PMK inhibit,Spn DPM-DC inh,KRASV12 cytotoxicity,MK inhibit,HPDE-C7 cytotoxicity,Alkaline phosphatase,Bfl-1 displacement,LYP inhibition,others
COc1ccc(N(C(=O)Cn2nnc3ccccc32)C(C(=O)NCc2ccco2)c2ccc(C)o2)cc1 (stereo not drawn),12.6%,9.0,i,-2.0%,10.0,-5.8%,8.2%,5.9%,/,
COc1ccc(CN(C#N)c2nc(SC)nc(N(C)C)n2)cc1,-3.0%,0.0,i,13.0%,0.0,11.9%,9.0%,-5.2%,-9.4%,
CCOC(=O)N1CCC(N2Cc3cccc(C(=O)N4CCN(C5CCCCC5)CC4)c3C2=O)CC1,-4.5%,3.0,i,-0.9%,14.0,-3.7%,6.4%,6.3%,-0.7%,
Cc1n[nH]c(=S)n(/N=C/c2ccccn2)c1=O,-2.7%,43.0*,i,2.2%,11.0,2.7%,0.5%,-1.9%,16.0%,
CCOc1cccc(C(=O)NC2CCCCC2)c1,0.6%,0.0,i,-7.6%,7.0,9.9%,3.0%,-7.5%,-5.7%,
COCCCNC(=O)c1cn(C)c(=O)c2cc(OC)c(OC)cc12,-13.2%,12.0,/,-0.9%,5.0,-18.1%,5.7%,1.7%,-2.6%,
CC(C)Sc1nc(-c2cccs2)nc2c1c(=O)n(C)c(=O)n2C,-3.5%,14.0,i,2.1%,8.0,7.4%,9.9%,-9.9%,4.1%,
COc1ccc2[nH]c(=O)c(CN(Cc3nnnn3CCc3ccccc3)CC3CCCO3)cc2c1 (stereo not drawn),-8.3%,17.0,i,6.2%,9.0,1.6%,5.0%,-1.7%,8.6%,
CCOCCCNC(=O)C1CCCN(S(=O)(=O)CC)C1 (stereo not drawn),8.6%,7.0,i,-6.3%,8.0,7.5%,8.7%,-7.8%,4.4%,PMK inhibit pilot replicates=0.0;MK inhibit pilot replicates=0.0;Spn DPM-DC inh pilot screen %=0.0
N/C(=N\c1nc2ccccc2o1)NC(=O)c1ccccc1NC(=O)c1ccccc1,-3.8%,0.0,i,37.8%,4.0,48.8%,5.9%,3.5%,-12.4%,
CN(C)c1ccc(-c2nc3n(n2)C(c2cccnc2)C2=C(CC(C)(C)CC2=O)N3)cc1 (stereo not drawn),4.8%,6.0,i,7.4%,0.0,5.0%,6.2%,7.1%,22.2%,
COC(=O)c1c(NC(=O)CC2NCCNC2=O)sc2c1CCCC2 (stereo not drawn),3.4%,0.0,i,23.4%,0.0,4.5%,-0.4%,-5.3%,-21.6%,

# Continued; it opens with the four that closed the last part.
SMILES,HT1080 cytotoxicity,PMK inhibit,Spn DPM-DC inh,KRASV12 cytotoxicity,MK inhibit,HPDE-C7 cytotoxicity,Alkaline phosphatase,Bfl-1 displacement,LYP inhibition,others
CCOCCCNC(=O)C1CCCN(S(=O)(=O)CC)C1 (stereo not drawn),8.6%,7.0,i,-6.3%,8.0,7.5%,8.7%,-7.8%,4.4%,PMK inhibit pilot replicates=0.0;MK inhibit pilot replicates=0.0;Spn DPM-DC inh pilot screen %=0.0
N/C(=N\c1nc2ccccc2o1)NC(=O)c1ccccc1NC(=O)c1ccccc1,-3.8%,0.0,i,37.8%,4.0,48.8%,5.9%,3.5%,-12.4%,
CN(C)c1ccc(-c2nc3n(n2)C(c2cccnc2)C2=C(CC(C)(C)CC2=O)N3)cc1 (stereo not drawn),4.8%,6.0,i,7.4%,0.0,5.0%,6.2%,7.1%,22.2%,
COC(=O)c1c(NC(=O)CC2NCCNC2=O)sc2c1CCCC2 (stereo not drawn),3.4%,0.0,i,23.4%,0.0,4.5%,-0.4%,-5.3%,-21.6%,
Cc1onc(-c2c(F)cccc2Cl)c1C(=O)OCC(=O)NCc1ccco1,-7.9%,8.0,i,0.8%,1.0,2.6%,14.3%,0.2%,10.6%,
Cc1n[nH]c(C)c1S(=O)(=O)N1CCCC(C(=O)NCc2cccs2)C1 (stereo not drawn),2.8%,21.0,i,-1.7%,2.0,-9.5%,21.5%,-1.8%,/,
COc1cccc(C(=O)Nc2ccc(NC(=O)c3ccco3)nc2)c1,0.6%,5.0,i,-14.1%,0.0,1.5%,5.5%,7.4%,/,
O=C(O)CCC(=O)N1CCN(c2ccc(C(=O)c3ccc(F)cc3)cc2)CC1,-4.6%,3.0,i,-8.5%,4.0,-3.1%,8.1%,-3.9%,12.3%,
O=C(CSc1nnc(-c2ccccn2)n1Cc1ccco1)c1ccc(Cl)cc1,1.4%,4.0,i,/,6.0,/,12.4%,-2.7%,8.5%,
O=C(CSc1nnc(Cc2ccccc2)o1)N1CCc2ccccc21,6.8%,8.0,i,-9.6%,0.0,-8.2%,6.7%,-0.5%,10.3%,
CCP(=O)(CC)c1cccc(N)c1,-7.6%,8.0,i,-15.5%,3.0,-32.9%,8.3%,-1.4%,/,
CCN(CC)S(=O)(=O)c1cccc(-c2nnc(SCC(=O)c3ccc(Cl)s3)n2C)c1,-1.1%,20.0,i,-3.8%,0.0,-1.1%,13.8%,-0.2%,/,
COc1ccc(OC)c(S(=O)(=O)NCC2CCCO2)c1 (stereo not drawn),-10.2%,2.0,i,-11.5%,0.0,-10.9%,4.1%,0.5%,/,
CCN(CC)c1ccc(NC(=O)c2c(OC)cccc2OC)c(C)c1,-1.4%,5.0,i,-0.6%,1.0,0.4%,1.1%,4.4%,13.4%,
COc1cccc(C(=O)CSc2nnc(CNc3nc(-c4ccccc4)cs3)n2C)c1,-14.9%,9.0,i,-0.3%,0.0,-2.1%,9.2%,-2.6%,/,
CCOc1ccc2nc(NCCNC(=O)C(C)C)c(C)cc2c1,-12.3%,11.0,/,-1.7%,9.0,1.6%,7.5%,-0.2%,6.0%,
Cc1ccc2c(c1)CN1CN2Cc2cc(C)ccc21,-0.7%,0.0,i,-10.3%,5.0,2.9%,1.2%,-7.0%,/,
COc1ccc(OCCC(=O)N2CCCCC2)cc1,2.0%,9.0,i,-0.7%,12.0,8.3%,12.2%,1.8%,9.3%,
COc1ccc(-c2cc(C(F)(F)F)n3ncc(C(=O)O)c3n2)cc1OC,-13.2%,10.0,i,-8.7%,0.0,2.0%,5.8%,3.2%,/,
CN1CCN(C(=O)c2cnn(-c3ccccc3)c2NC(=O)c2ccccc2F)CC1,-0.8%,0.0,i,-20.7%,4.0,-10.6%,3.7%,1.2%,-0.5%,
COc1ccccc1N1CCN(S(=O)(=O)c2cnc[nH]2)CC1,5.1%,7.0,i,1.8%,6.0,-18.5%,5.8%,6.3%,16.6%,
COc1ccc(C(CNC(=O)c2ccc(OCC3CCCO3)cc2)N2CCOCC2)cc1 (stereo not drawn),6.4%,18.0,i,-15.8%,4.0,-10.1%,4.7%,-14.8%,-2.0%,PMK inhibit pilot replicates=3.0;MK inhibit pilot replicates=2.0;Spn DPM-DC inh pilot screen %=4.5
CCC1CCCCN1Cc1nc2c(c(=O)n(C)c(=O)n2C)n1CC(C)C (stereo not drawn),0.6%,0.0,i,-8.1%,8.0,-18.8%,-0.1%,-1.5%,3.2%,
CCOC(=O)C1CCN(C(=O)CN(c2ccc3c(c2)OCO3)S(C)(=O)=O)CC1,6.5%,9.0,i,-7.9%,3.0,3.2%,14.6%,-0.5%,22.5%,
CC1(C)Cc2ccccc2-c2nc(NCCO)n(-c3ccccc3)c(=O)c21,-5.1%,5.0,/,-9.1%,7.0,-0.1%,5.7%,-3.0%,/,
CCCCn1c(Cc2ccccc2)n[nH]c1=S,0.3%,5.0,i,-8.9%,9.0,0.3%,14.3%,-6.9%,19.8%,
CCN(CC)S(=O)(=O)c1ccc2oc(C(=O)O)c(C)c2c1,-5.2%,13.0,i,-3.1%,6.0,-7.5%,5.8%,6.1%,1.7%,PMK inhibit pilot replicates=0.0;MK inhibit pilot replicates=3.5;Spn DPM-DC inh pilot screen %=0.0
CCOC(=O)c1cc2occc2n1CC(=O)N1CCCc2ccccc21,15.5%,10.0,i,-19.1%,3.0,-19.7%,7.5%,-1.3%,3.2%,
CCn1c(CNC(=O)c2ccc(OC)c(OC)c2)nnc1SCC(=O)Nc1ccccc1,13.5%,9.0,i,/,10.0,/,/,/,/,
CCn1c(C(=O)N2CCCC(C(=O)O)C2)cc2sccc21 (stereo not drawn),20.6%,7.0,i,1.9%,6.0,-9.8%,11.2%,2.7%,5.8%,PMK inhibit pilot replicates=1.0;MK inhibit pilot replicates=0.0;Spn DPM-DC inh pilot screen %=0.0
Clc1ccc(-c2nnc(-c3ccco3)o2)cc1,22.0%,7.0,i,-20.9%,6.0,-22.0%,5.3%,-3.0%,-22.3%,
Cc1cccc(NC(=O)CS(=O)(=O)c2c[nH]c3ccccc23)c1C,-7.3%,0.0,i,3.5%,4.0,-9.9%,7.0%,-4.9%,/,
CCn1c(CSc2ncccn2)nnc1SCC(=O)N1c2ccccc2CC1C (stereo not drawn),-0.6%,10.0,i,0.5%,7.0,-18.2%,3.6%,-0.9%,/,PMK inhibit pilot replicates=2.0;MK inhibit pilot replicates=1.0;Spn DPM-DC inh pilot screen %=0.0
COC(=O)C1CCN(C(=O)Cc2ccc(Br)cc2)CC1,0.5%,1.0,i,-5.5%,0.0,-4.2%,9.3%,-5.3%,1.8%,
O=C(Oc1ccccc1)c1cc2ccccc2o1,-4.3%,5.0,i,2.7%,2.0,-3.2%,11.2%,-0.1%,8.1%,
O=C(Nc1ccc(Cl)cc1)C1CCCN(S(=O)(=O)c2cnc[nH]2)C1 (stereo not drawn),-1.7%,10.0,i,0.8%,2.0,0.0%,8.6%,1.4%,13.4%,
COc1ccc(NC(=O)CN2C(=O)C(C)Oc3ccccc32)c(OC)c1 (stereo not drawn),0.5%,17.0,i,5.4%,2.0,-2.3%,7.8%,-2.7%,4.7%,
CCOC(=O)N1CCN(CCC(=O)Nc2ccc(C)c(Br)c2)CC1,-0.4%,7.0,i,5.0%,7.0,-3.5%,4.6%,3.7%,14.9%,
CCSc1nc(O)cc(=O)n1-c1ccc(OC)cc1,-2.5%,0.0,i,-27.6%,5.0,-21.8%,13.3%,4.1%,/,
CCN=C1SC(CC(=O)Nc2ccc(C(F)(F)F)cc2)C(=O)N1CC (stereo not drawn),-4.0%,13.0,i,-14.2%,11.0,-10.9%,3.4%,-5.2%,6.4%,
O=C(CCn1c(=O)[nH]c2ccccc2c1=O)N1CCN(c2ccc(Cl)cc2)CC1,3.0%,16.0,i,-0.4%,0.0,-1.5%,9.3%,-0.5%,9.9%,
COC(=O)NCc1ccc(CNC(=O)OC)cc1,-0.2%,7.0,i,-9.8%,8.0,-4.7%,5.2%,-4.9%,1.6%,
COc1ccc(CCNC(=O)C2CCCN(S(=O)(=O)c3cnc[nH]3)C2)cc1OC (stereo not drawn),-2.1%,3.0,i,-1.4%,9.0,-9.2%,12.7%,3.4%,4.2%,
CCC(C)NC(=O)CNC(=O)Cn1c(C)cc2ccccc2c1=O (stereo not drawn),11.1%,0.0,i,5.7%,8.0,-2.6%,5.1%,0.2%,8.1%,
Cc1cccc(-c2noc(-c3ccc(F)cc3)n2)c1,0.7%,0.0,i,-15.2%,10.0,4.4%,3.1%,-3.9%,-0.1%,
c1ccc(Cn2nnnc2-c2ccco2)cc1,0.8%,14.0,i,2.5%,13.0,5.1%,2.4%,-11.7%,14.3%,

# Compounds as they come; any-hit rate near 3.5%.
